Compound activity from PubChem BioAssay.
DT40 TDP1 no CPT = qHTS for Inhibitors of human tyrosyl-DNA phosphodiesterase 1 (TDP1): qHTS in cells in absence of CPT | DT40 Tdp1-/- hTDP1 cells, no CPT, ATP luminescence, 48 h | Potency, µM (top dose mostly 46.2 µM), inactives show at the highest dose activity change, negative = growth inhibition, usual class: inhibitors | hit rate 15% among 420,000 | AID 686978, 2013; note: nearly all actives have a fitted effect of over 55% in size
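Growth of hTDP1-complemented DT40 Tdp1-knockout cells is measured by ATP luminescence after at least 48 hr compound exposure at 37 °C, with DMSO substituting for the 20 nM CPT used in the parallel screen.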
DT40 TDP1 CPT = DT40-hTDP1 cell growth loss with CPT | chicken DT40 Tdp1-/-;hTDP1 cells + 20 nM CPT, ATP luminescence, 48 h | Potency, µM (highest dose often 46.2 µM), for the others: at the top dose activity change, negative = growth inhibition, usual class: inhibitors | hit rate 12% among 420,000 | AID 686979; note: nearly all actives have a fitted effect of over 55% in size
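Cell growth measured by CellTiter-Glo luminescence after a minimum 48 h, 37 C compound exposure with 20 nM CPT in Tdp1-knockout DT40 cells stably expressing hTDP1, seeded 400/well; qHTS titration format.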
GCN5L2 inh = GCN5L2 (KAT2A) acetyltransferase inhibition; hit rate 0.21% among 390,000; Potency, µM (highest dose often 58.9 µM), for the others: top-dose activity change, negative = inhibition, most hits filed as inhibitors; GCN5L2 HAT assay, ThioGlo1 CoA-SH fluorescence
Target sequence (Q92830 whole entry, looked up): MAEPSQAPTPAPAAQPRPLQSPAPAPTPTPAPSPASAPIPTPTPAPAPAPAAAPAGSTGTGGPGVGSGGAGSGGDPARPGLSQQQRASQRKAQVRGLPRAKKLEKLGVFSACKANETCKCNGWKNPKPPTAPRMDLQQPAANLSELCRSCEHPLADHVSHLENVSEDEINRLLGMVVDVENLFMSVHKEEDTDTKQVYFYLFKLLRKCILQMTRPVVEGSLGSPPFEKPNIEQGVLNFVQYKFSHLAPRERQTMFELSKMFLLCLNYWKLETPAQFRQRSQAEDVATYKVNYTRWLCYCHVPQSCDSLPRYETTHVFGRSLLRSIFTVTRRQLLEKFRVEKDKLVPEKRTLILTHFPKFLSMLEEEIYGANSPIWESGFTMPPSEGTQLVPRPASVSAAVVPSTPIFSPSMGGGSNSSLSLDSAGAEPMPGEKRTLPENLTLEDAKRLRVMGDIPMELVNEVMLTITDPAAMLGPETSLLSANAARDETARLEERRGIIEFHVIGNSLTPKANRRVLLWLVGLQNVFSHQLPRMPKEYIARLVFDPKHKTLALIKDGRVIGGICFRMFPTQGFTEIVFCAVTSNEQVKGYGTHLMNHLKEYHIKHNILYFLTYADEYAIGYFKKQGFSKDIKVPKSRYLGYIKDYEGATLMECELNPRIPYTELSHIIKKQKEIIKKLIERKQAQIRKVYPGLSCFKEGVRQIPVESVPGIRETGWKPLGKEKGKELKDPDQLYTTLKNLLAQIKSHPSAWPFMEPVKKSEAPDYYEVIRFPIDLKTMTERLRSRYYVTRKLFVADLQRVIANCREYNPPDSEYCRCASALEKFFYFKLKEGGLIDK
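Fluorescence readout, Ex340nm/Em540nm: ThioGlo1 (50uM final) reacts with free CoA thiol released as 20nM GCN5L2 acetylates H3(1-25) peptide (75uM) using acetyl-CoA (70uM). Compound and enzyme sat 15 min beforehand; 20 min room-temperature reaction.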
Active calls of the source: *; ? = inconclusive; nt = no result given; & = joins results of further samples. Calls come from the whole dose curve; as a rule, active = well fitted curve in the direction sought with a large enough effect; inconclusive = small, poorly fitted or top-dose-only effect, or another doubt; inactive = no such curve, though single readings can be large; an effect the other way counts as inactive or inconclusive. % is set by controls: 0 for no effect and ±100 for the full control effect; potency is the fitted concentration of half-maximal effect.

molecule | DT40 TDP1 no CPT | DT40 TDP1 CPT | GCN5L2 inh
Cc1cc(/C=N/NC(=O)c2cccnc2)c(C)n1CC(C)C | -1% | 11% | -11%
Cc1nnc(SCC(=O)NCC2COc3ccccc3O2)s1 (centres undefined) | 4% | 13% | -2%
Cc1ccc(S(=O)(=O)N2CCN(C(=O)CCC(=O)Nc3ccc(Br)c(C)c3)CC2)cc1 | -19% | -7% | nt
O=C(Nc1ccc(N2CCN(c3ccc(F)cc3)CC2)c(C(=O)O)c1)c1ccccc1F | -1% | -4% | 1%
Cc1ccc(-c2nc3ccc(Cl)cn3c2Nc2ccccc2)o1 | ? | ? | nt
CCOC(=O)C(C)Sc1nnc(CSc2nc3nc(C)cc(C)n3n2)o1 (centres undefined) | ? | -6% | -1%
COc1cc(C(C)=O)ccc1OCC(=O)NC(=O)Nc1ccc(C)cc1C | 9% | -7% | -1%
Cc1ccc2c(COC(=O)c3n[nH]c4ccccc34)cc(=O)oc2c1 | ? | ? | -1%
COc1cccc(Oc2c(C)oc3c(CN4CCOCC4)c(O)ccc3c2=O)c1 | -2% | -1% | nt
O=C(Cn1ccnc1[N+](=O)[O-])N(CCO)CCO | 0% | 1% | nt

Continued.
molecule | DT40 TDP1 no CPT | DT40 TDP1 CPT | GCN5L2 inh
Cc1sc2nc(CN(Cc3ccccc3)C(=O)NC3CCCCC3)[nH]c(=O)c2c1C | 18µM* | 21µM* | nt
O=S(=O)(c1cccc(Br)c1)N1CCN(C(=S)NCC2CCCO2)CC1 (centres undefined) | -10% | 6% | -4%
Cc1cccc(NC(=O)COC(=O)CNC(=O)C2CCCCC2)c1 | 2% | -16% | -2%
Cc1cc(OCCN2CCOCC2)ccc1C(C)C | 7% | 4% | -19%
COc1ccc(C(=O)NNC(=O)CN2CCC(n3nnc4cc(F)ccc43)CC2)cc1 | -29% | -21% | 0%
CCCn1c(C(O)c2ccc(OC)cc2)nc2ccccc21 (centres undefined) | -30% | ? | 2%
CCC1CN(C(=O)NCc2ccccc2)c2cc(Cl)ccc2O1 (centres undefined) | ? | ? | -23%&-11%
CCOC(=O)c1ccccc1OCc1cc(/C=N/n2cnnc2)ccc1OC | ? | ? | 4%
Cc1ccc(NC2OC(CO)C(O)C2O)cc1[N+](=O)[O-] (centres undefined) | -18% | -3% | 2%
Cc1ccc(S(=O)(=O)N2CCC(=O)c3ccccc32)cc1 | ? | ? | nt

(more compounds)
molecule | DT40 TDP1 no CPT | DT40 TDP1 CPT | GCN5L2 inh
Cc1c(C=O)c(=O)n(-c2ccccc2)n1-c1ccccc1 | -25% | -15% | -4%
CCC1CCCCN1C(=O)CN1C(=O)c2ccccc2S1(=O)=O (centres undefined) | -14% | 7% | 1%
O=C(NCc1ccccn1)Nc1ccccc1 | 5% | -13% | -7%
COc1ccc(S(=O)(=O)c2c(N)n(Cc3ccco3)c3nc4ccccc4nc23)cc1 | -86% | 18µM* | -16%
NCCCn1c(C(=O)c2cc(Cl)c(N)c(Cl)c2)c2ccc(C(F)(F)F)cc2[n+]1[O-] | 18µM* | ? | -6%
O=C(Nc1cccc(F)c1)c1cc(S(=O)(=O)N2CCOCC2)cs1 | ? | -2% | -6%
COc1cccc(N2CCc3c(C)nc4ccc(Cl)cc4c32)c1 | 7.3µM* | 10µM* | -22%
CC(=O)Nc1cccc(NS(=O)(=O)c2ccccc2[N+](=O)[O-])c1 | -6% | -9% | -6%
COc1ccc(Cl)cc1NC(=O)c1c(NCc2sccc2C)sc2c1CCCC2 | 21µM* | ? | ?
N/C(=N\OC(=O)CC1CCCCC1)c1cccnc1 | 0% | -4% | -1%

Next part
molecule | DT40 TDP1 no CPT | DT40 TDP1 CPT | GCN5L2 inh
C/C(CC(=O)Nc1ccc(F)cc1)=N\NC(=O)Cc1csc(N)n1 | 0% | 4% | -4%
CCOc1ccc(N2CC(C(=O)NCCc3c[nH]c4ccc(C)cc34)CC2=O)cc1 (centres undefined) | ? | -17% | -3%
Cc1ccc(N(CC(=O)N/N=C/c2cc(C)n(-c3ccccc3)c2C)S(C)(=O)=O)c(C)c1 | ? | ? | -1%
COCCn1c(=O)c(CCc2ccccc2)nc2cnc(N3CCOCC3)nc21 | -7% | -18% | -12%
CCSC(=N)N | 6%&0%&-6% | -4%&-15%&1% | -3%&-20%&47%
N#C/C(=N/Nc1ccc(OC(F)(F)F)cc1)C(N)=S | 1.6µM* | 2.3µM* | -13%
CCN(CCCNC(=O)COc1cc(=O)n(C)c2ccccc12)c1ccccc1 | -24% | ? | -5%
COc1cccc(/C=N/NC(=O)CNC(=O)C2COc3ccccc3O2)c1O (centres undefined) | 3.7µM* | 5.8µM* | -6%
CCN1CCN(c2ncc(C(=O)Nc3c(F)cc(F)cc3Br)c3ccccc23)CC1 | 16µM* | 14µM* | ?
Cc1cccc(Oc2ccc(S(=O)(=O)N3CCCCC3)cc2NC(=O)C2=COCCO2)c1 | ? | ? | -9%

Additional entries.
molecule | DT40 TDP1 no CPT | DT40 TDP1 CPT | GCN5L2 inh
COc1ccc(CC(=O)O/N=C(\N)c2ccccn2)cc1 | 4% | 11% | -2%
Cc1ncc([N+](=O)[O-])n1CC(=O)Nc1ccccc1Cl | -12% | -4% | nt
COCCNC(=O)CCn1nc(-c2ccc(C)cc2)c2ccccc2c1=O | -6% | 2% | -9%
O=C(Cc1ccc(Br)cc1)Nc1nc2ccccc2[nH]1 | 2.3µM* | 6.5µM* | -19%
CCOc1ccccc1C=NNC(=O)CCCCC(=O)NN=Cc1ccccc1OCC | -17% | -7% | nt
O/N=C/c1cc(Br)ccc1OCc1ccccc1F | -19% | -5% | nt
Cc1nc(N2CCCC2)ncc1C(=O)N1CCN(c2ccc(Cl)cc2)CC1 | ? | ? | 19%
Cc1[nH]nc2c(=S)[nH]c(=O)[nH]c12 | ? | -26% | nt
COc1ccc(NS(=O)(=O)c2ccc3nc(-c4ccccc4)[nH]c3c2)cc1 | ? | ? | -5%
O=C(COC(=O)c1ccc2ncsc2c1)NCc1ccc(F)cc1 | ? | ? | 1%

Later entries:
molecule | DT40 TDP1 no CPT | DT40 TDP1 CPT | GCN5L2 inh
CC(=O)c1cccc(S(=O)(=O)N2CCC(C(=O)OC3CCOC3=O)CC2)c1 (centres undefined) | 15% | -7% | -1%
N#CCCN(CCC#N)S(=O)(=O)c1ccc(C(=O)Nc2nc(-c3ccccc3)c(C(=O)c3ccccc3)s2)cc1 | -19% | -22% | -22%
CC(Oc1ccc(Br)cc1)C(=O)Nc1ccncc1 (centres undefined) | ? | ? | -7%
CC(OC(=O)c1cc(Br)ccc1O)C(=O)Nc1ccc(S(=O)(=O)N2CCCC2)cc1 (centres undefined) | 16µM* | ? | -16%
CC(C)Oc1ccccc1OCCCOc1cccc2cccnc12 | 21µM* | ? | -12%
Clc1cccc(Cl)c1CNCCCSc1ncccn1 | ? | -8% | -13%
COc1ccc(-c2nnc(SCC(=O)Nc3sc4c(c3C#N)CCCC4)n2-c2ccccc2)cc1 | ? | ? | -18%
CC(=O)Nc1ccc(N(C(=O)Cn2nnc3ccccc32)C(C(=O)NC2CCCC2)c2ccc(O)c(O)c2)cc1 (centres undefined) | -11% | 26% | -2%
c1nc(NCCN2CCOCC2)c2cc(-c3ccoc3)ccc2n1 | -15% | ? | -23%
Cc1ccccc1-n1c(-c2ccc(=O)[nH]n2)n[nH]c1=S | -19% | 4% | -7%

Entries shown so far that contain a thiophene ring, fused or not, in the order listed:
molecule | DT40 TDP1 no CPT | DT40 TDP1 CPT | GCN5L2 inh
Cc1sc2nc(CN(Cc3ccccc3)C(=O)NC3CCCCC3)[nH]c(=O)c2c1C | 18µM* | 21µM* | nt
O=C(Nc1cccc(F)c1)c1cc(S(=O)(=O)N2CCOCC2)cs1 | ? | -2% | -6%
COc1ccc(Cl)cc1NC(=O)c1c(NCc2sccc2C)sc2c1CCCC2 | 21µM* | ? | ?
COc1ccc(-c2nnc(SCC(=O)Nc3sc4c(c3C#N)CCCC4)n2-c2ccccc2)cc1 | ? | ? | -18%

The list goes on.
molecule | DT40 TDP1 no CPT | DT40 TDP1 CPT | GCN5L2 inh
Cc1ccc(OCC(=O)NCCCNC(=O)c2ccco2)cc1C | -6% | 11% | -4%
COc1ccc(C(C(=O)NCc2ccc(F)cc2)N(Cc2cccnc2)C(=O)c2snc(C(N)=O)c2N)cc1 (centres undefined) | ? | ? | -7%
O=C(Cc1c(F)c(F)c(F)c(F)c1F)OC12CC3CC(C1)C(=O)C(C3)C2 | -13% | 1% | -7%
CC(C(=O)NCc1ccccn1)N1C(=O)c2ccccc2C1=O (centres undefined) | 9% | 1% | -21%
Cc1cc(O)c(C(C)C)cc1NC(=S)Nc1cc(C(C)C)c(O)cc1C | ? | ? | nt
CCOC(=O)/C(C#N)=C/C1=C(N2CCCC2)CC(C)(C)OC1 | ? | 2% | -7%
Cn1ncc2c(Nc3ccccc3Br)ncnc21 | -5% | -6% | -8%
CCOC(=O)C1CCN(C(=O)Cn2c(=O)c3cccn3c3cccnc32)CC1 | ? | -19% | -4%
O=C1C=CCC(/C=C/c2ccccc2)O1 (centres undefined) | 3.7µM* | 2.3µM* | -2%
CCC(c1nnnn1-c1c(C)cccc1C)N1CCN(C/C=C/c2ccccc2)CC1 (centres undefined) | 7.3µM* | 6.5µM* | nt

Later entries
molecule | DT40 TDP1 no CPT | DT40 TDP1 CPT | GCN5L2 inh
CC1CCN(S(=O)(=O)c2ccc(N3CCCCS3(=O)=O)cc2)CC1 | ? | -17% | -9%
CC(C)(C)NC(=O)C(OC(=O)c1cccs1)c1ccc(C#N)cc1 (centres undefined) | 11% | -1% | -11%
CCOc1ccc(NC(=O)N2CCN(Cc3ccc4c(c3)OCO4)CC2)cc1 | 2% | -7% | -3%
CCOC(=O)c1cnn(-c2nc(SC)nc3sc4c(c23)CCC4)c1N | ? | -5% | -25%
COc1ccc(C2c3[nH]c4ccccc4c3C[C@H]3C(=O)N(c4ccccc4C(=O)NCCN4CCOCC4)C(=O)N23)cc1 (some centres undefined) | ? | 23µM* | -6%
C=CS(=O)(=O)N(Cc1ccccc1)[C@H](CO)CC(C)C | 11µM* | 10µM* | nt
O=C(O)c1[nH]nc2c1COc1ccccc1-2 | -5% | -7% | 0%
Cc1ccc(S(=O)(=O)N(C)C)cc1NC(=S)N(C)C1CCN(C)CC1 | 21% | 4% | -2%
CCCCCCSc1cccc(-c2nc3cc(C)ccn3c2NCc2ccccc2)c1 | 13µM* | 13µM* | -22%
COc1cc(S(=O)(=O)N2CCN(C(=O)c3ccco3)CC2)ccc1Cl | -22% | ? | -2%

The listing continues.
molecule | DT40 TDP1 no CPT | DT40 TDP1 CPT | GCN5L2 inh
Cc1c(NC(=O)Nc2ccc(F)cc2F)c(=O)n(-c2ccccc2)n1C | 12% | -17% | -4%
CC(=O)C1=C(O)C(=O)N(CO)C1c1ccccc1F (centres undefined) | 0% | -4% | -8%
CCOC(=O)c1c(-c2cccs2)csc1N | 3% | 2% | 1%
N#Cc1c(Oc2ccc3ccccc3c2)sc(C(=O)c2ccccc2)c1N | ? | ? | -9%
CN(C)S(=O)(=O)N1CCN(CC(=O)Nc2cc(Cl)ccc2Cl)CC1 | ? | ? | -8%
CCOC(=O)C1CCN(C(=O)COC(=O)CNC(=O)c2ccc(C(C)(C)C)cc2)CC1 | -13% | -12% | 1%
CNC(=S)N(Cc1ccco1)Cc1cc2cc(OC)c(OC)cc2[nH]c1=O | 0% | 3% | -2%
CC(Nc1cccc2ccccc12)C(=O)N/N=C/c1ccccn1 (centres undefined) | 21µM* | 26µM* | -4%
COCCn1c(CN(C)Cc2ccccc2)nc2c1c(=O)n(C)c(=O)n2C | ? | ? | -9%
CC(C)(C)C1CCC2(CC1)CC(=O)c1ccccc1O2 (centres undefined) | -25% | -5% | 29%

Reprinted from the part before: 3 compounds; new compounds follow.
molecule | DT40 TDP1 no CPT | DT40 TDP1 CPT | GCN5L2 inh
CC(Nc1cccc2ccccc12)C(=O)N/N=C/c1ccccn1 (centres undefined) | 21µM* | 26µM* | -4%
COCCn1c(CN(C)Cc2ccccc2)nc2c1c(=O)n(C)c(=O)n2C | ? | ? | -9%
CC(C)(C)C1CCC2(CC1)CC(=O)c1ccccc1O2 (centres undefined) | -25% | -5% | 29%
CN(CCCN1c2ccccc2CCc2ccccc21)CC(=O)c1ccc(Cl)cc1 | ? | ? | -10%&-9%
O=C1c2nc3cc(-c4ccco4)[nH]n3c(=O)c2CN1Cc1ccccc1 | -7% | -5% | ?
O=C(COc1ccc(Cl)cc1)Nc1cc(-c2ccccc2)no1 | -1% | 22% | 1%
CC(C)(C)SCCNC(=O)CN(c1ccc(F)cc1)S(=O)(=O)c1ccccc1 | -24% | -21% | -10%
O=C(NN=C(Cc1ccccc1)Cc1ccccc1)c1ccncc1 | ? | -21% | -2%
Nc1c2c3c(sc2nc(=O)n1N)CCCC3 | 2% | 8% | -3%
COC(=O)c1cc(C(C)=O)c(C)[nH]c1=O | -17% | 2% | -4%
